Screening results deposited in PubChem by National Center for Advancing Translational Sciences (NCATS).
FUS suppressor – rescues growth of FUS-expressing yeast. S. cerevisiae FUS-expressing, growth rescue, OD600, 24 h. Potency, µM (highest dose often 76.6 µM), for the others: at the top dose growth rescue (activation), actives largely listed as activators. 390,000 tested, 0.24% active;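 further: potency means the concentration at half of the fitted maximal effect; plate controls were DMSO vehicle for no effect and reference control for full effect; nearly all actives have a fitted effect of over 55% in size; some results filed as inactive show a strong effect at the top dose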
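Compound concentration series was pinned onto galactose-induced FUS-expressing yeast seeded at OD 0.005. Plates sat 24hr at 30C; absorbance at 600 nm gave growth. DMSO served as background control.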
aSyn rescue – inhibitors of alpha-synuclein toxicity in yeast | Potency, µM (series often up to 46.1 µM), for the others: at the top dose growth rescue (activation), most hits filed as activators | Yeast expressing alpha-synuclein, growth rescue, BacTiter-Glo, 24 h | 370,000 tested, 0.14% active; further: potency means the concentration at half of the fitted maximal effect; % of control where 0% means no effect; nearly all actives have a fitted effect of over 65% in size
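Rescue of yeast growth: cells expressing toxic alpha-synuclein, induced in galactose at OD600 0.02, incubated with compound 24 h at 30 C. ATP luminescence quantified growth; inhibitors of toxicity appear as activators.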
EPAC2 antagonist – antagonists of human EPAC2; Q8WZA2; EPAC2 GEF exchange of Rap1B-BODIPY-GDP, fluorescence; Potency, µM (doses to about 114 µM), for inactives: at the top dose activity, negative = inhibition, hits mostly inhibitors; 360,000 tested, 0.18% active; AID 720708; further: potency means the concentration at half of the fitted maximal effect; on the % scale 0 is the no-effect control and ±100 the full control effect; nearly all actives have a fitted effect of over 45% in size; many of its hits are not listed in these tables
EPAC2 ag – agonists of human EPAC2 (RAPGEF4) | EPAC2 activation, biochemical qHTS; response scale: 100% = 6.5 mM cAMP response | Potency, µM (titrated, usually from 154 µM), inactives show top-dose activation, hits mostly activators | 360,000 tested, 0.079% active | AID 720711; further: potency means the concentration at half of the fitted maximal effect; nearly all actives have a fitted effect of over 50% in size
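Each well held 100 nM EPAC2, 250 nM RAP1B-BODIPY-GDP and 50 uM GDP. Fluorescence, read at 5-min intervals to 30 min, was referenced to a 6.5 mM cAMP positive control.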
D3 antag – D3 dopamine receptor (human) antagonism; P35462; max response, negative = inhibition, %; 360,000 tested, 2.5% active; D3R cells, DiscoveRx beta-arrestin luminescence, antagonist mode; stronger effect = lower value; in the data active means max response below about -50%; inconclusive means no clear call, values can overlap the other calls; further: on the % scale 0 is the no-effect control and ±100 the full control effect; mostly tested at two doses, the higher about 12 µM
Target sequence (P35462 whole entry, looked up): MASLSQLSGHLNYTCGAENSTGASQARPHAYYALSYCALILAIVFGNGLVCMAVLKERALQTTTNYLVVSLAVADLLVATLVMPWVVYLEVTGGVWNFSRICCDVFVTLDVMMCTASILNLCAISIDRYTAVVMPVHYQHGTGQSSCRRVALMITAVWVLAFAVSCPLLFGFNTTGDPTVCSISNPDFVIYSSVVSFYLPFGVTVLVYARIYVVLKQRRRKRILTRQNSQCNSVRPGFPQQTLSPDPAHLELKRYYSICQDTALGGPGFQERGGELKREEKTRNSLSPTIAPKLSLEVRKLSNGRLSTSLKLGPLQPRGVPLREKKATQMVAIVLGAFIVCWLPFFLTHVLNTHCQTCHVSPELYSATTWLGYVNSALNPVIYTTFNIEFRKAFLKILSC
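Cells expressing the human receptor were seeded at 1500 cells/well, incubated overnight at 37 degrees C in 5% CO2, then exposed to library compounds with dopamine controls for 90 minutes at 37 degrees C before luminescent detection.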
Abeta yeast res – restores growth of yeast expressing A-beta42 peptide | yeast expressing A-beta42, growth rescue, OD600, 48 h; response scale: 0% DMSO, 100% iron-clioquinol control | Potency, µM (titrated, usually from 46.1 µM), without a hit: at the highest dose growth rescue, actives largely listed as activators | 410,000 tested, 0.063% active; further: potency means the concentration at half of the fitted maximal effect; nearly all actives have a fitted effect of over 55% in size
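Yeast A-beta toxicity model in growth medium with pinned compounds, 48 h at 30 C; growth read as absorbance at 600 nm. Normalized to FeCl3/clioquinol equimolar mix (positive) and DMSO (negative).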
D3 ag – agonists of human D3 dopamine receptor; 410,000 tested, 0.58% active; D3R DiscoveRx beta-arrestin cells, luminescence, 90 min; AID 652048; max activation, %; P35462; in the data active means max activation above about 30%; further: 0% is about no effect; mostly tested at two doses, the higher about 12 µM
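Cells at 1500/well, incubated overnight, then treated with pinned compounds (dopamine as control) for 90 min at 37 degrees C. DiscoveRx reagent added for 30 - 60 minutes at room temperature; luminescence read.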
TDP-43 yeast inh – TDP-43 toxicity inhibition in yeast; TDP-43 expressing yeast growth rescue, BacTiter-Glo, 24 h; Potency, µM (top dose mostly 46.1 µM), inactives show top-dose growth rescue (activation), usual class: activators; 410,000 tested, 1.8% active; further: potency means the concentration at half of the fitted maximal effect; % of control where 0% means no effect; nearly all actives have a fitted effect of over 50% in size
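Growth rescue of TDP-43-toxic yeast measured as ATP luminescence (BacTiter-Glo). Cells grown to mid-log in raffinose, induced in galactose at OD600=0.02, exposed to compound 24 hr at 30 deg C.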
An asterisk follows results filed as active; ? = inconclusive; . = not tested or not shown; [ ] = dose if it differs, or a comment. Unless noted, the call rests on the fitted dose curve; in most records, active means well fitted curve in the direction sought with a large enough effect; inconclusive means small, poorly fitted or top-dose-only effect, or another doubt; inactive means no such curve, though single readings can be large; an effect the other way counts as inactive or inconclusive. The list is partial; the hit share may differ from the screen's.

[1] CCOC(=O)C1CCCN(CCC(=O)Nc2cccc(F)c2)C1 (stereo unspecified)
[2] O=C(CNC(=O)c1ccc(Cl)cc1)c1ccc(Br)cc1
[3] O=C(NC(=S)Nc1cccc([N+](=O)[O-])c1)C1CCCCC1
[4] COc1ccc(OC)c(NC(=O)NCCc2c[nH]c3ccccc23)c1
[5] O=C(COc1ccccc1[N+](=O)[O-])N(Cc1ccco1)c1ccccn1
[6] CCOC(=O)/C(N=Nc1c(Br)cc(Br)cc1Br)=C(\C)O
[7] COc1ccc([N+](=O)[O-])cc1NC(=O)COC(=O)Cc1cc(OC)c(OC)c(OC)c1
[8] CCOc1ccc(C(=O)Nc2ccc(S(=O)(=O)Nc3nccc(C)n3)cc2)cc1OCC
screen / no.	1	2	3	4	5	6	7	8
FUS suppressor	28%	2%	19%	3%	22%	-25%	.	22%
aSyn rescue	0%	2%	1%	3%	.	-8%	9%	-4%
EPAC2 antagonist	3%	1%	5%	-5%	.	3%	-9%	-6%
EPAC2 ag	3%	12%	0%	9%	.	1%	8%	3%
D3 antag	-29	5	-3	6	.	11	11	-6
Abeta yeast res	6%	0%	?	10%	0%	1%	18%	-14%
D3 ag	-26	3	-2	-4	21	1	-5	3
TDP-43 yeast inh	-15%	-14%	8%	19%	21%	20%	-23%	-7%

Ordered by number of heavy atoms (lowest first): part of the list above
[4] COc1ccc(OC)c(NC(=O)NCCc2c[nH]c3ccccc23)c1
[7] COc1ccc([N+](=O)[O-])cc1NC(=O)COC(=O)Cc1cc(OC)c(OC)c(OC)c1
[8] CCOc1ccc(C(=O)Nc2ccc(S(=O)(=O)Nc3nccc(C)n3)cc2)cc1OCC
screen / no.	4	7	8
FUS suppressor	3%	.	22%
aSyn rescue	3%	9%	-4%
EPAC2 antagonist	-5%	-9%	-6%
EPAC2 ag	9%	8%	3%
D3 antag	6	11	-6
Abeta yeast res	10%	18%	-14%
D3 ag	-4	-5	3
TDP-43 yeast inh	19%	-23%	-7%

Additional results follow.
[9] CCOC(=O)c1c(S(=O)(=O)N2CCCC(C(=O)Nc3cccc(Cl)c3)C2)c(C)n(C)c1C (stereo unspecified)
[10] C[C@@]12C(=O)N(c3cccc(Cl)c3)C(=O)N1[C@H](c1ccc(Cl)cc1)[C@@H]1C(=O)N(C3CCCCC3)C(=O)[C@@H]12
[11] CCCC[n+]1ccn(-c2nc3ccccc3nc2[N-]S(=O)(=O)c2ccccc2)c1
[12] O=C(CCCN1C(=O)/C(=C/c2cccc(Br)c2)SC1=S)NCCCN1CCOCC1
[13] CN(CC1CCOCC1)C(=O)CC1C(=O)NCCN1C/C=C/c1ccccc1 (stereo unspecified)
[14] O=C(C[C@H]1C=C[C@@H](NC(=O)Cc2cccnc2)[C@@H](CO)O1)NCc1ccc2c(c1)OCO2
[15] CC(=O)Nc1nc2ccccc2n1CCOc1ccccc1Cl
[16] CCCc1cc(C(=O)Nc2ccc(C(C)=O)cc2)no1
screen / no.	9	10	11	12	13	14	15	16
FUS suppressor	-2%	?	-1%	-3%	5%	14%	19%	-11%
aSyn rescue	.	13%	8%	3%	0%	0%	0%	-9%
EPAC2 antagonist	.	-5%	6%	20%	3%	-14%	6%	6%
EPAC2 ag	.	4%	-1%	5%	1%	7%	-3%	9%
D3 antag	.	?	14	-8	4	-3	-25	-7
Abeta yeast res	-3%	20%	9%	8%	4%	-7%	18%	-9%
D3 ag	-4	-31	14	0	8	0	-2	-10
TDP-43 yeast inh	12%	26%	0%	-16%	-11%	24%	0%	?

[17] CN1CCC(CNC(=O)Nc2ccccc2)(c2ccccc2)CC1
[18] O=C(NNC(=O)c1ccccc1[N+](=O)[O-])Nc1ccc(Cl)cc1
[19] CC(NC(=O)Oc1cccc2ccccc12)c1ccccc1 (stereo unspecified)
[20] CCN(CC)CCn1c2ccccc2c2cnc(N)c(C#N)c21
[21] COc1cccc(C(=O)NC2CCSC2=O)c1 (stereo unspecified)
[22] COc1ccc(CNC(=O)c2ccc(CS(=O)c3ccccc3)o2)cc1 (stereo unspecified)
[23] COc1cccc(C(=O)Nc2cc3c(cc2C(=O)c2ccc(C)cc2)OCCO3)c1
[24] CCOCCn1c2ccccc2c2nc3ccccc3nc21
screen / no.	17	18	19	20	21	22	23	24
FUS suppressor	17%	23%	5%	.	14%	-1%	-20%	-31%[inhibitor]
aSyn rescue	0%	0%	0%	-3%	-7%	1%	0%	-5%
EPAC2 antagonist	-3%	-4%	4%	-2%	8%	1%	.	-2%
EPAC2 ag	0%	10%	-4%	5%	5%	-4%	.	17%
D3 antag	?	-14	3	0	-14	1	.	6
Abeta yeast res	-5%	-3%	12%	8%	3%	6%	-5%	-25%
D3 ag	-24	-3	-8	-7	1	-12	-5	-5
TDP-43 yeast inh	-6%	-16%	?	10%	20%	-11%	16%	?

[25] O=C(c1cc2cc(F)ccc2[nH]1)N1CCN(c2cccc(Cl)c2)CC1
[26] COc1ccc(CNC(=O)C[C@H]2C(=O)N(Cc3ccccc3)C[C@@H]2Cc2ccccc2)cc1
[27] CN(C)C(CNC(=O)CCC(=O)c1ccc(Br)cc1)c1ccccc1 (stereo unspecified)
[28] Cc1ccc(F)c([C@H]2[C@H]3C=CC[C@@H](C)[C@@H]3C(=O)N2Cc2ccccc2)c1
[29] CCN(CC)c1ncnc2c1cnn2Cc1ccc(Cl)cc1
[30] CC(=O)Oc1cccc(C(=O)Nc2cccc(C(=O)Nc3ccccc3C(=O)O)c2)c1
[31] Cc1cccc(CCNC(=O)C2CCC(=O)N(Cc3ccc(Cl)cc3)C2)n1 (stereo unspecified)
[32] CC(C)(CO)Nc1nc(Cl)nc(NC2CCCCC2)n1
screen / no.	25	26	27	28	29	30	31	32
FUS suppressor	-9%	14%	26%	17%	14%	21%	.	20%
aSyn rescue	-2%	7%	0%	-18%	8%	-9%	4%	-8%
EPAC2 antagonist	7%	2%	11%	?	1%	0%	15%	-5%
EPAC2 ag	17%	11%	11%	7%	13%	-2%	5%	9%
D3 antag	-5	0	-20	8	13	23	28	-21
Abeta yeast res	-14%	5%	1%	9%	-15%	10%	3%	-2%
D3 ag	-9	0	-14	1	4	6	13	34*
TDP-43 yeast inh	5%	?	-18%	27%	?	6%	15%	7%

[33] COc1cccc(CNc2ccc3c(c2)nc(C)n3C)c1OC
[34] Cc1ccccc1OCCN1C(=O)C(=O)c2cccc(C)c21
[35] CC(C)C(=O)O/N=C(\N)c1ccc(Oc2ccc(Cl)cc2)c([N+](=O)[O-])c1
[36] COC(=O)c1ccccc1NC(=O)c1ccc(COc2cccc3ccccc23)o1
[37] O=C(c1ccc2ccccc2c1)C1CCCN(S(=O)(=O)c2cccnc2)C1 (stereo unspecified)
[38] Cc1ccc(NC(=O)C2=NNC(=O)CC2)cc1S(=O)(=O)Nc1ccc(SC(F)F)cc1
[39] Cc1cccc(C)c1NC(=S)NN(Cc1ccccc1)c1ccccc1
[40] Cc1cc2cc3c(cc2nc1SCC(=O)Nc1nc(C)c(C)s1)OCO3
screen / no.	33	34	35	36	37	38	39	40
FUS suppressor	-2%	.	1%	15%	9%	13%	17%	13%
aSyn rescue	-4%	8%	-15%	19%	3%	1%	0%	20%
EPAC2 antagonist	-5%	-13%	-11%	7%	-3%	-1%	0%	4%
EPAC2 ag	3%	21%	12%	9%	22%	2%	-4%	-3%
D3 antag	92	11	-25	?	11	-3	-4	9
Abeta yeast res	-12%	-18%	1%	-6%	6%	18%	20%	3%
D3 ag	-2	-28	4	-5	5	4	1	4
TDP-43 yeast inh	-1%	-5%	-17%	?	0%	16%	-14%	?

Just FUS suppressor (two entries from above):
nr | Structure | FUS suppressor
39 | Cc1cccc(C)c1NC(=S)NN(Cc1ccccc1)c1ccccc1 | 17%
33 | COc1cccc(CNc2ccc3c(c2)nc(C)n3C)c1OC | -2%

Additional structures follow.
[41] COc1ccc(NC(=O)/C(C#N)=C/c2ccc(OCCN3CCOCC3)c(OC)c2)c(OC)c1
[42] Cc1ccccc1OCCNC(=S)Nc1ccccc1
[43] COc1ccc(C)cc1N(CC(=O)NC1CCCC1)C(=O)CCC(=O)Nc1cc(C)on1
[44] Fc1cc(F)cc(NC(=S)Nc2ccccc2N2CCOCC2)c1
[45] CCC(COC(=O)Nc1cccc(C)c1)NC(=O)OCC(C)C (stereo unspecified)
[46] Oc1c(C(c2ccccc2Cl)N2CCCC2)sc2nc(-c3ccco3)nn12 (stereo unspecified)
[47] Nc1cnc(Nc2ccc(Br)cc2)nc1N
[48] O=C1CC2c3ccccc3C1C1C(=O)N(Cc3ccccc3)C(=O)C21 (stereo unspecified)
screen / no.	41	42	43	44	45	46	47	48
FUS suppressor	7%	1%	18%	7%	.	29%	-18%	27%
aSyn rescue	4%	0%	1%	7%	5%	.	-2%	-2%
EPAC2 antagonist	3%	-12%	-2%	-1%	-3%	.	6%	36%[activator]
EPAC2 ag	7%	11%	-12%	7%	-2%	.	-1%	-4%
D3 antag	15	0	-1	8	18	.	15	8
Abeta yeast res	18%	?	-3%	20%	4%	3%	-2%	-11%
D3 ag	13	-8	2	0	6	1	-1	-5
TDP-43 yeast inh	11%	?	7%	-4%	0%	16%	6%	-17%

[49] CCCCN(C(=O)Cc1ccc2c(c1)OCCO2)c1c(N)n(CC(C)C)c(=O)[nH]c1=O
[50] CCOc1ccc(Br)cc1S(=O)(=O)Nc1cccnc1
[51] Cc1cccc(N2CN=c3s/c(=C\c4ccccn4)c(=O)n3C2)c1
[52] CC(=O)Nc1cnc(-c2cccc(C(=O)N(C)C)c2)cn1
[53] CCCNCC1C(Oc2ccc(Cl)cc2)C(=O)N1c1ccccc1C (stereo unspecified)
[54] CC(C)(C)C(=O)CSc1nccc(=O)[nH]1
[55] O=C(CCCc1ccccc1)NC1CCSC1=O (stereo unspecified)
screen / no.	49	50	51	52	53	54	55
FUS suppressor	10%	-11%	-1%	-8%	11%	-9%	-24%
aSyn rescue	7%	2%	0%	-10%	6%	-5%	0%
EPAC2 antagonist	1%	6%	6%	-4%	0%	2%	8%
EPAC2 ag	-6%	6%	17%	-1%	-1%	0%	6%
D3 antag	6	?	-2	12	-5	5	23
Abeta yeast res	13%	-14%	-16%	-4%	9%	13%	1%
D3 ag	2	14	0	2	-28	7	2
TDP-43 yeast inh	13%	-20%	-15%	5%	19%	-16%	-22%
